Pf growth 96h: P. falciparum growth inhibition at 96 hour, primary screen for plastid delayed-death inhibitors. P. falciparum luciferase reporter growth, 96 h. actives 6.9% (n = 320,000). Potency, µM (titrated, usually from 28.7 µM), inactives show at the top dose activity change, negative = inhibition, hits mostly inhibitors
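Readout is luminescence from an integrated firefly luciferase in P. falciparum. Red cells, 2% hematocrit and 0.05% parasitemia final, were cultured with compound through two parasite generations (96 hours) at 37 C, 5% CO2.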
HCV inh: inhibitors of hepatitis C virus infection | Huh7.5.1 HCVcc-Cre infection, luciferase reporter, 44 h | AID 651820 | actives 3.4% (n = 340,000) | Potency, µM (highest dose often 41.8 µM), without a hit: at the highest dose activity change, negative = inhibition, most hits filed as inhibitors
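Whole-lifecycle infectious HCVcc-Cre system; cells 1,000/well, compound then virus (~0.5 moi) added 4 h after plating, 44 h culture. Luciferase read 15 sec following 15 min substrate incubation, room temp.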
Pf growth 48h: P. falciparum growth inhibition at 48 hours (one generation). P. falciparum luciferase growth in erythrocytes, 48 h. Potency, µM (top dose mostly 28.7 µM), inactives show at the top dose activity change, negative = inhibition, hits mostly inhibitors. actives 5.9% (n = 310,000)
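Luciferase-expressing P. falciparum in infected erythrocytes (2% hematocrit, 0.1% parasitemia final) in RPMI 1640/0.5% Albumax were exposed to compound for 48 hours at 37 C, 5% CO2; growth read as luminescence.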
LmPK inhibitor: LmPK (Leishmania mexicana) enzyme inhibition; Q27686; purified LmPK, Kinase-Glo ATP luminescence, 1 h; Potency, µM (doses to about 57.5 µM), for inactives: top-dose activity change, negative = inhibition, hits mostly inhibitors; actives 0.37% (n = 290,000); AID 1721
Target sequence (Q27686 whole entry, looked up): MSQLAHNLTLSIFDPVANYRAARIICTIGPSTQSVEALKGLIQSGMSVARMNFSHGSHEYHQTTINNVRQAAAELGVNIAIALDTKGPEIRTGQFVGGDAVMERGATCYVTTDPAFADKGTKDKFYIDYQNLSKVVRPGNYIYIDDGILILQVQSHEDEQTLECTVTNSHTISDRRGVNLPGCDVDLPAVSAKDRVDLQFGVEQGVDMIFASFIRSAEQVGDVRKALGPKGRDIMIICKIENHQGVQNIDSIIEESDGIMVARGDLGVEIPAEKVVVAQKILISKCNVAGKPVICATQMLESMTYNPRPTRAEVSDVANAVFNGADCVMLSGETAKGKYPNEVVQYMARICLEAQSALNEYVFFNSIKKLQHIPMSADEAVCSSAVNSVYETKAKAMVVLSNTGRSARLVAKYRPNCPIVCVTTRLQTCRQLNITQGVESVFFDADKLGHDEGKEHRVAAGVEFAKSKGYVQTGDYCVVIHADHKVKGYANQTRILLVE
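ATP generated from ADP (0.1 mM) and PEP (0.5 mM) by 0.1 nM LmPK over 1 h at room temperature (pH 7.2 imidazole buffer) was detected by coupled luciferase luminescence. Values were normalized to uninhibited and no-enzyme wells.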
Sm TGR inh: blocks Schistosoma mansoni thioredoxin glutathione reductase; Q962Y6; purified TGR, DTNB reduction, TNB absorbance 405 nm; Potency, µM (doses to about 114 µM), for inactives: at the top dose activity change, negative = inhibition, usual class: inhibitors; actives 3% (n = 360,000); AID 485364; note: nearly all actives have a fitted effect of over 60% in size
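First, TGR (20 nM dispensed) and NADPH were mixed with compound. Second, a 15 min room-temperature incubation followed. Third, further NADPH and then DTNB were added to start the reaction. Finally, TNB absorbance was monitored kinetically.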
Tb PYK inh: inhibitors of Trypanosoma brucei pyruvate kinase; Potency, µM (series often up to 76.8 µM), inactives show at the top dose activity, negative = inhibition, usual class: inhibitors; Q57TT1; TbPYK enzyme, Kinase-Glo Plus ATP luminescence, 45 min; actives 0.12% (n = 410,000); note: nearly all actives have a fitted effect of over 50% in size
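TbPYK + substrate in 50 mM TEA pH 7.2, 100 mM KCl, 10 mM MgCl2, 0.05% BSA, 0.01% Tween-20; cpd pinned; ADP 130 uM final; 45 min RT; Kinase-Glo Plus 10 min; luminescence endpoint.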
Active calls of the source: *; ? = inconclusive; / = not tested or not shown; & = joins results of further samples; [ ] = another dose, or the depositor's remark. Calls come from the whole dose curve; as a rule, active = well fitted curve in the direction sought with a large enough effect; inconclusive = small, poorly fitted or top-dose-only effect, or another doubt; inactive = no such curve, though single readings can be large; an effect the other way counts as inactive or inconclusive. % is set by controls: 0 for no effect and ±100 for the full control effect; potency is the fitted concentration of half-maximal effect.

nr	Structure	Pf growth 96h	HCV inh	Pf growth 48h	LmPK inhibitor	Sm TGR inh	Tb PYK inh
1	N/C(=N\OC(=O)c1cc(Cl)ccc1Cl)c1ccccn1	?	11µM*	158%[activator]	-21%	-13%	-4%
2	O=C(/C=C/c1cccc(Cl)c1)NCCN1CCOCC1	37%[activator]	2%	16%	-5%	5%	-2%
3	CC(=O)Nc1ccc(S(=O)(=O)N2c3ccccc3NC(=O)CC2C)c(Cl)c1 (configuration not stated)	0%	14%	2.1µM*	-1%	-10%	2%
4	C=CCN(C(=O)c1oc2c(Cl)cc(C)cc2c1C)C1CCS(=O)(=O)C1 (configuration not stated)	-12%	?	12%	2%	0%	0%
5	CCOc1ccc(S(=O)(=O)N2CCOCC2)cc1[N+](=O)[O-]	0%	5%	38%[activator]	1%	-2%	5%
6	COc1cc(C(=O)Nc2ccc(S(=O)(=O)NC(C)(C)C)cc2)cc(OC)c1OC	-55%	13µM*	/	10%	-11%	-4%
7	CCOC(=O)c1ccc(NC(=O)Cn2nnc(-c3ccc(C)cc3)n2)cc1	26%	-25%	10%	1%	-23%	-6%
8	Cc1cccc(NC(=O)c2c([N+](=O)[O-])cnn2C)c1	-29%	5%	-2%	-3%	-5%	2%
9	COC(=O)C1=C(O)/C(=C\c2cc(C)n(-c3ccccc3C)c2C)N=C1C	?	?	/	4%	25µM*	17%
10	CC(C)C(NS(=O)(=O)c1ccc2c(c1)oc(=O)n2C)C(=O)N1CCN(Cc2ccccc2)CC1 (configuration not stated)	?	-7%	/	-4%	-2%	-4%
11	O=C(c1ccc2c(c1)OCO2)N1CCN(c2cccc(C(F)(F)F)c2)CC1	?	?	23%	1%	-7%	8%
12	CC(=O)Nc1ccc(S(=O)(=O)Nc2nnc(C(C)(C)C)s2)cc1	/	-7%	/	-2%	-19%	-6%
13	COc1ccc(S(=O)(=O)Nc2ccccc2C(=O)N2CCCC2)cc1OC	12%	4%	-3%	3%	13%	1%
14	Cc1cc(=O)oc2cc(NC(=O)c3ccccc3Cl)ccc12	137%[activator]	?	131%[activator]	-1%	-9%	3%
15	N[C@H]1C[C@H]1c1ccccc1	0%	/	1%	/	/	0%
16	COc1ccc(OCc2cc(C(=O)NCCc3ccccc3)no2)c(Cl)c1	?	?	20%	4%	1%	2%
17	Nc1c(C(=O)NCc2ccco2)sc2nc3c(cc12)C(=O)CCC3	?	5%	8%	-7%	8.9µM*	-5%
18	O=C1Nc2ccccc2C12OC1CCCCC1O2 (configuration not stated)	3.7µM*	7%	12µM*	6%	-4%	2%
19	CCCCOC(=O)c1ccc(NC(=O)CSCc2n[nH]c(=O)[nH]2)cc1	1%	-7%	-1%	3%	6%	7%
20	CC(C)Sc1cc(N2CCOCC2)nc(-c2ccccc2)n1	?	13µM*	?	4%	-3%	-2%
21	CN(C)c1ccc2c3c(ccc(N(C)C)c13)COC2	?	13%	-17%	-2%	-12%	0%
22	Cc1ccc(-c2nnn3c2nc(NC(C)C)c2ccccc23)cc1	16%	?	?	-2%	3%	-8%
23	COc1ccc(CCCC(=O)N/N=C/c2cccc(OC)c2O)cc1C	-19%	?	35%	-1%	3%	4%
24	CCn1cc(CN(C)C(=O)/C=C/c2ccc([N+](=O)[O-])cc2)c(C)n1	?	-9%	7%	-5%	10%	-9%
25	O=C(O)CCc1nn2c3ccccc3nc2n(-c2ccccc2)c1=O	/	4%	0%	-2%	0%	1%
26	CSc1cnn(Cc2ccccc2)c(=O)c1SCc1ccccc1	?	8%	?	-6%	-3%	?
27	Cc1c(OC(C)C(=O)NCCCN2CCCC2=O)ccc2c3c(c(=O)oc12)CCCC3 (configuration not stated)	-29%	-27%	?	-1%	4%	-3%
28	C=CCN1C(=Nc2ccccc2)SC/C1=C\C(=O)OC	1%	17%	-4%	-1%	7%	-1%
29	CC(=O)c1ccc(OCc2cccc(C(F)(F)F)c2)cc1O	?	-4%	5%	-7%	12%	-15%
30	O=C(O)c1cccc(NC(=S)NCc2ccccc2)c1	?	16%	32%[activator]	-5%	-18%	-2%

Filtered by structure: the compounds so far with an aryl thioether with sulfur outside any ring (2)
nr	Structure	Pf growth 96h	HCV inh	Pf growth 48h	LmPK inhibitor	Sm TGR inh	Tb PYK inh
20	CC(C)Sc1cc(N2CCOCC2)nc(-c2ccccc2)n1	?	13µM*	?	4%	-3%	-2%
26	CSc1cnn(Cc2ccccc2)c(=O)c1SCc1ccccc1	?	8%	?	-6%	-3%	?

Further compounds
nr	Structure	Pf growth 96h	HCV inh	Pf growth 48h	LmPK inhibitor	Sm TGR inh	Tb PYK inh
31	Cc1cccc(OCC(=O)Nc2ccc(N3CCCC3)cc2)c1C	28%	?	10µM*	1%	32µM*	0%
32	Cc1cccnc1NC(=O)C1CCN(S(=O)(=O)c2ccc3ccccc3c2)CC1	2%	-6%	-7%	/	4%	-1%
33	c1ccc(-c2ccc(-c3cnc4n3CCCCC4)cc2)cc1	/	?	?	13%	-1%	-1%
34	CC(C)NC(=O)N1CCCN(c2nc3ccc(Cl)cc3s2)CC1	5%	4µM*	-17%	-3%	75%[activator]	-11%
35	CCOC(=O)c1ccc(NC(=O)CN2C(=O)NC3(CCCCCC3)C2=O)cc1	11%	14%	-2%	2%	-9%	-2%
36	CNc1nc(Oc2ccccc2C(=O)OC)nc(SC)n1	/	-19%	-6%	2%	0%	5%
37	CCCCCC(=O)N1CC2(CC(c3cccc(NC(=O)CC)c3)=NO2)C[C@H]1C(N)=O (some centres not stated)	20%	1%[8.37 µM]	30%	-7%	-17%	-1%
38	CC(=O)NC(CCS(C)(=O)=O)C(=O)Nc1nccs1 (configuration not stated)	/	1%	0%	-4%	17%	3%
39	c1ccc(-c2nnc3n2NC(c2ccc4c(c2)OCO4)S3)cc1 (configuration not stated)	2%	-3%&13%	3%	-12%	-3%	?
40	CC(C)CCC(CCN1CCCC1)c1ccc2c(c1)OCO2 (configuration not stated)	?	?	?	1%	5%	21%
41	CCCc1sc(N/N=C/c2ccccn2)nc1-c1ccc(Br)cc1	9%	3.2µM*	1.7µM*	-2%	4%	-2%
42	COc1ccccc1-c1nnc(NC(=O)c2ccc3ncsc3c2)o1	?	?	56%[activator]	-1%	-13%	-26%
43	CCNC(=O)COC(=O)c1cc(C)nc2ccccc12	31%[activator]	3%	-13%	2%	-14%	-1%
44	CC(C)c1cccc(C(C)C)c1NC(=S)Nc1cccc(Cl)c1	?	-3%	?	5%	15%	0%
45	O=c1nc(NCc2ccco2)sc2ncccc12	/	1%	-9%	-10%	-12%	-5%
46	COc1ccc(N2CCCC2)c(NC(=O)COc2ccccc2Cl)c1	12%	?	?	-1%	-31%	-7%
47	Cc1ccc(C)c(NC(=S)c2ccccn2)c1	1µM*	-12%	12µM*	-6%	8%	-9%
48	O=C(Nc1cccc(F)c1)/C(=C\c1cccnc1)NC(=O)c1cccs1	17%	14%	17%	5%	10%	3%
49	COc1ccc(C(=O)Nc2ccc(S(=O)(=O)N3CCOCC3)cc2)cc1OC	/	-20%	7%	-3%	8%	1%
50	CC(=O)c1cccc(CN2CCC(n3nccc3NC(=O)CCc3ccccc3)CC2)c1	9%	2%	-4%	3%	-1%	-5%

One compound at a time, from the list above:
COc1ccccc1-c1nnc(NC(=O)c2ccc3ncsc3c2)o1 in the list: Pf growth 96h = ?; HCV inh = ?; Pf growth 48h = 56%[activator]; LmPK inhibitor = -1%; Sm TGR inh = -13%; Tb PYK inh = -26%
CCCc1sc(N/N=C/c2ccccn2)nc1-c1ccc(Br)cc1 in the list: Pf growth 96h = 9%; HCV inh = 3.2µM*; Pf growth 48h = 1.7µM*; LmPK inhibitor = -2%; Sm TGR inh = 4%; Tb PYK inh = -2%

Next entries follow.
nr	Structure	Pf growth 96h	HCV inh	Pf growth 48h	LmPK inhibitor	Sm TGR inh	Tb PYK inh
51	CC(C)(C)c1ccccc1O	46%[activator]	9%	32%[activator]	/	-3%	-4%
52	Cn1cc(C=C2C(=O)CC(C)(C)CC2=O)c2ccccc21	33%[activator]	9%	2%	4%	-15%	2%
53	Cc1ccccc1Nc1nc(N)nc(COC(=O)CC2CC3CCC2C3)n1 (configuration not stated)	?	4%	6%	-1%	-14%	5%
54	O=C(Nc1ccon1)C12CC3CC(C1)CC(n1cnc([N+](=O)[O-])n1)(C3)C2	32%[activator]	21%	-2%	0%	-3%	-2%
55	Cc1ccc(C23CC4CC(CC(C(=O)OCC(=O)NC5CCS(=O)(=O)C5)(C4)C2)C3)cc1 (configuration not stated)	26%	-9%	-5%	-1%	-6%	-1%
56	C=CCNc1nc(N)c(C(=C(C#N)C#N)c2ccccc2)s1	?	?	?	0%	-13%	-1%
57	Cc1cccc(NC(=O)c2cccc(S(=O)(=O)N3CCc4ccccc4C3)c2)n1	-5%	?	?	/	0%	-27%
58	Cc1cc2nc(-c3ccncc3)cc(C(F)(F)F)n2n1	?	15%	-1%	2%	/	-1%
59	COc1ccc(C(CNC(=O)c2oc3ccc(C)cc3c2C)N2CCCCC2)cc1 (configuration not stated)	?	?	?	0%	-8%	0%
60	COCCOC(=O)C1=C(C)Nc2ncnn2C1c1ccco1 (configuration not stated)	11%	3%	-3%	-6%	1%	1%
61	Cc1cc(OCC(=O)NC2CC(C)(C)NC(C)(C)C2)c2c(C)c(C)c(=O)oc2c1	-12%	?	-17%	-4%	-1%	0%
62	COCCn1c(=NC(=O)/C=C/c2ccccc2Cl)sc2cc(NC(C)=O)ccc21	-14%	?	?	0%	-11%	8%
63	CCO[C@@H]1OC(C(=O)N2CCN(Cc3ccc4c(c3)OCO4)CC2)=C[C@H](c2cn(C(C)=O)c3ccccc23)[C@H]1CCCO	4.1µM*	-27%	1.3µM*	7%	-15%	-2%
64	CCc1ccc(Nc2c([N+](=O)[O-])c(=O)oc3ccccc23)cc1	?	-25%	?	2%	-8%	-1%
65	CCC(=NCCCn1ccnc1)c1c(O)n(Cc2ccccc2)c(=O)[nH]c1=O	?	11%	/	7%	-36%	-24%
66	Cc1ccc(S(=O)(=O)N2CCOCC2)cc1C(=O)Nc1c(C)n(C)n(-c2ccccc2)c1=O	9%	25%	1%	-8%	2%	4%
67	COc1ccc(C(CNC(=O)c2ccc(S(=O)(=O)N3CCCC3)cc2)N(C)C)cc1OC (configuration not stated)	?	0%	-18%	3%	?	1%
68	C=CCN(C(=O)c1csnn1)C(C(=O)NCc1ccc(F)cc1)c1sccc1C (configuration not stated)	0%	1%	-1%	8%	0%	-2%
69	O=P(O)(O)CP(=O)(O)O	-7%	/	12%	5%	7%	-6%
70	O=S(=O)(Nc1ccccc1)c1ccc(-c2csnn2)cc1	35%[activator]	-27%	9%	0%	4%	2%
71	Cc1ccc(CC(=O)Nc2cc([N+](=O)[O-])ccc2F)cc1	22%	10%	21%	-5%	-2%[57.1 µM]	-9%
72	CNC(=S)N/N=C/c1c(C)nn(-c2ccc(F)cc2)c1Cl	?	-5%	?	-2%	-7%	2%
73	C=CCOc1cccc(C2c3c(oc4ccccc4c3=O)C(=O)N2c2ccccn2)c1 (configuration not stated)	180%[activator]	20%	/	9%	0%	-3%
74	CC(C)CC1NC(=O)N(CCCCN2C(=O)c3ccccc3C2=O)C1=O (configuration not stated)	?	-9%	1%	1%	-2%	4%

Sorted by heavy-atom count (high to low): part of the list above.
nr	Structure	Pf growth 96h	HCV inh	Pf growth 48h	LmPK inhibitor	Sm TGR inh	Tb PYK inh
41	CCCc1sc(N/N=C/c2ccccn2)nc1-c1ccc(Br)cc1	9%	3.2µM*	1.7µM*	-2%	4%	-2%
72	CNC(=S)N/N=C/c1c(C)nn(-c2ccc(F)cc2)c1Cl	?	-5%	?	-2%	-7%	2%
8	Cc1cccc(NC(=O)c2c([N+](=O)[O-])cnn2C)c1	-29%	5%	-2%	-3%	-5%	2%
